Assay outcomes deposited in PubChem by National Center for Advancing Translational Sciences (NCATS).
TDP1 cell CPT: qHTS for Inhibitors of human tyrosyl-DNA phosphodiesterase 1 (TDP1): qHTS in cells in presence of CPT; AID 686979, 2013; actives 12% (n = 420,000); Potency, µM (doses to about 46.2 µM), inactives show top-dose activity change, negative = growth inhibition, most hits filed as inhibitors; chicken DT40 Tdp1-/-;hTDP1 cells + 20 nM CPT, ATP luminescence, 48 h; also: nearly all actives have a fitted effect of over 55% in size
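Chicken DT40 Tdp1-/- cells stably complemented with human TDP1 were seeded at 400 cells/well in medium containing 20 nM camptothecin, exposed to pin-transferred compounds, and grown at 37 °C for at least 48 hr. Viability was read as ATP luminescence.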
TDP1 cell noCPT: qHTS for Inhibitors of human tyrosyl-DNA phosphodiesterase 1 (TDP1): qHTS in cells in absence of CPT | DT40 Tdp1-/- hTDP1 cells, no CPT, ATP luminescence, 48 h | Potency, µM (series often up to 46.2 µM), without a hit: top-dose activity change, negative = growth inhibition, hits mostly inhibitors | actives 15% (n = 420,000); also: nearly all actives have a fitted effect of over 55% in size
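A cellular qHTS used chicken DT40 cells lacking endogenous Tdp1 but carrying stably transfected human TDP1. Compounds were applied without camptothecin, and cell growth kinetics were judged by ATP-dependent luminescence after ≥48 hr.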
TDP1 block: qHTS Assay for Inhibitors of Tyrosyl-DNA Phosphodiesterase (TDP1). Tyrosyl-DNA phosphodiesterase 1 (Homo sapiens), Q9NUW8. recombinant TDP1, AlphaScreen DNA substrate cleavage. actives 0.28% (n = 350,000). Potency, µM (doses to about 130 µM), for inactives: at the top dose activity change, negative = inhibition, usual class: inhibitors; also: nearly all actives have a fitted effect of over 40% in size
Target sequence (Q9NUW8 whole entry, looked up): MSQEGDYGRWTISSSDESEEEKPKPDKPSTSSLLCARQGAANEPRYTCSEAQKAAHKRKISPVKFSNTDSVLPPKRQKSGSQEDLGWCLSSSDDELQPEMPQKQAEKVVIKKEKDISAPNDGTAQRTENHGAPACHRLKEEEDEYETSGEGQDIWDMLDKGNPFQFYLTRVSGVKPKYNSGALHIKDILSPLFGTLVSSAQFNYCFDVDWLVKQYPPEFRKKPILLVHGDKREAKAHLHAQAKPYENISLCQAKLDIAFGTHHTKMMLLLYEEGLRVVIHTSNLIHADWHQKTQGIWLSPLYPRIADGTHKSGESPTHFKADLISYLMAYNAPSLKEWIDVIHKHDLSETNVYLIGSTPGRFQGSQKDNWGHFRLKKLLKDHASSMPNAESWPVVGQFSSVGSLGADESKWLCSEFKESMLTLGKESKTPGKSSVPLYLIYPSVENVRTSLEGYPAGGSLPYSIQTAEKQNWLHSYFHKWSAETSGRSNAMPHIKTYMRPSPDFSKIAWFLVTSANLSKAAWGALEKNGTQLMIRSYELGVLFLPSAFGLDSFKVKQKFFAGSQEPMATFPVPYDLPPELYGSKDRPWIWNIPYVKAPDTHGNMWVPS
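AlphaScreen read-out: signal falls as enzyme removes the 3' tyrosine-FITC from a 5'-biotinylated DNA oligo (15 nM, 5 min, RT). Enzyme was E. coli-made recombinant Tdp1 at 1 nM, exposed to compound for 15 min beforehand; beads 10 ug/ml, 10 min.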
Starred values were filed as active, the others as inactive; ? = inconclusive; . = no result given; & = joins results of further samples; [ ] = dose if it differs, or a comment. Calls follow the shape of the dose curve; as a rule, active = well fitted curve in the direction sought with a large enough effect; inconclusive = small, poorly fitted or top-dose-only effect, or another doubt; inactive = no such curve, though single readings can be large; an effect the other way counts as inactive or inconclusive. % is scaled to controls: 0 for no effect and ±100 for the full control effect; potency is read from the fitted curve at half-maximal effect. Outcome played no part in choosing rows. About 18% of those tested had a hit in this group.

SMILES | TDP1 cell CPT | TDP1 cell noCPT | TDP1 block
O[C@@H]1Cc2ccccc2O[C@H]1c1ccccc1 | -6% | 9% | .
Oc1ccc(-c2nc3ccccn3c2NCc2ccco2)cc1 | 5% | ? | 7%
CC(C)CNC(CC(=O)O)c1ccccc1 (stereo not drawn) | -10% | -1% | 0%
Cc1cc(C)n(-c2ccc(C(=O)OCC(=O)Nc3ccc(Cl)c(S(=O)(=O)N(C)C)c3)cc2)n1 | -29% | -1% | 5%
CCC1=Nc2cc(C(=O)NCCCOC)ccc2Sc2ccc(Br)cc21 | 1.3µM* | 1.3µM* | 8%
FC(F)C(F)(F)c1cc(-c2ccc(Cl)cc2)n[nH]1 | 18µM* | 18µM* | 6%
CC1=[N+](C)N(c2ccccc2)C(=O)C1N=Cc1ccccc1Cl (stereo not drawn) | -16% | 9% | -3%
CCNC(=S)N1CCn2cccc2C1c1ccc(F)cc1 (stereo not drawn) | -20% | ? | 2%
Cc1nn(C)cc1CN1CCC(n2nccc2NC(=O)CCCc2ccccc2)CC1 | -2% | 2% | ?
Cc1ccsc1CN(C)C(=O)c1cc(S(=O)(=O)N2CCOCC2)ccc1N1CCCC1 | -10% | -22% | 2%
Cc1c(C(=O)Nc2c(N)nc(SCC(=O)NCC3CCCO3)[nH]c2=O)cccc1[N+](=O)[O-] (stereo not drawn) | 0% | 8% | 3%
CNc1nc(-c2cccc(C(=O)N(C)C)c2)cn2ccnc12 | -4% | -5% | .
Cc1ccc(S(=O)(=O)N2CCN(c3nc(-c4cccs4)nc4ccccc34)CC2)c(C)c1 | ? | ? | -2%
CCn1c(SC(=O)NC2CCCCC2)nnc1-c1cccs1 | 21µM* | 23µM* | ?
CC(=O)Nc1cc(-c2ccc(C(=O)N3CCOCC3)cc2)cn2c(-c3ccc(C(C)=O)cc3)cnc12 | 26µM* | 12µM* | .
CC(=O)CCc1c(C)c2cc(C)ccc2[nH]c1=O | 9% | 2% | 2%
O=C(CCSCCC(=O)NCc1cccs1)NCc1cccs1 | 0% | -1% | 2%
Cc1noc(C)c1NC(=O)Nc1cccc2c1O[C@H](CN(C)S(=O)(=O)c1ccccc1)[C@@H](C)CN([C@H](C)CO)C2=O | ? | -21% | 1%
COc1ccccc1N1CCN(c2cc(C)nc3nncn23)CC1 | ? | ? | 0%
CCC(C)[C@H]1CNCCN1CCCc1cc(OC)c(OC)c(OC)c1 (stereo partly drawn) | 6% | 3% | -18%
O=C(Nc1ccc(F)cc1F)N1CCN(c2ccc(Cl)c(Cl)c2)CC1 | 6.5µM* | 4.6µM* | 6%
Cc1ccc(C(=O)Nc2ccc3oc(-c4ccc(C(C)(C)C)cc4)nc3c2)cc1 | ? | 8.2µM* | 0%[12.3 µM]
COc1ccc(NC(=O)c2sc3nc4c(cc3c2N)CCCCCC4)cc1OC | ? | ? | .
CCOC(=O)c1nnn(CC(=O)NC(=O)Nc2ccccc2)c1C(=O)OCC | 4% | 2% | -3%
CCn1c(=O)c([N+](=O)[O-])c(NCCc2ccccc2)c2ccccc21 | ? | ? | 3%
O=C(O)CCc1ccc(-c2ccc(Br)cc2)n1NC(=O)c1ccc([N+](=O)[O-])cc1 | -10% | -19% | 2%
O=c1c2oc3ccccc3c2n(Cc2cccc(F)c2)c(=O)n1Cc1ccco1 | ? | ? | 0%
CN(C)C(=O)c1ccc(NC(=O)c2sccc2-c2ccccc2)cc1 | -16% | 3% | 3%
OC[C@H]1O[C@@H](c2nc(-c3ccc(C4OCCO4)cc3)no2)[C@H](O)[C@@H]1O | ? | ? | .
CSCC(=O)N1CCC(n2nccc2NC(=O)c2ccc3c(c2)OCO3)CC1 | 5% | -6% | 3%
C=CCSc1nnc2c(n1)-c1cccc3cccc-2c13 | ? | ? | .
COc1ccc(NC(=O)c2cc3c(-c4ccc(OC)c(OC)c4)nn(C)c3s2)cc1OC | 18µM* | 21µM* | 8%
CCOC(=O)CSc1nc(-c2ccccc2)nc2ccc(F)cc12 | 0% | -15% | .
Cc1nc(-c2ccc(Cl)cc2)sc1C1(C)CC(c2ccc(C#N)cc2)=NO1 (stereo not drawn) | ? | ? | 4%
Cc1onc(-c2ccccc2)c1C(=O)N=C(N)c1ccc(C(F)(F)F)cc1 | 3% | -5% | 0%
Cc1cc2cc(C)c(NCCNC(=O)c3ccccc3Cl)nc2cc1C | -17% | -5% | 5%
CCOc1ccccc1CNC(=O)c1cnc2c(-c3ccc(OCC)c(OCC)c3)c(C)nn2c1C | ? | 12µM* | 7%
N#Cc1ccc(OCC(O)CS(=O)(=O)c2ccccc2)cc1 (stereo not drawn) | 2% | -22% | 5%
C=CCn1c(C)csc1=Nc1ccccc1C | -16% | -8% | 6%
Cc1cccc(NC(=O)c2nc[nH]c2C(=O)NC[C@@H](C)O)c1 | 12% | -21% | .

Arranged by molar mass (largest number first): part of the list above
SMILES | TDP1 cell CPT | TDP1 cell noCPT | TDP1 block
CCOc1ccccc1CNC(=O)c1cnc2c(-c3ccc(OCC)c(OCC)c3)c(C)nn2c1C | ? | 12µM* | 7%
O=C(O)CCc1ccc(-c2ccc(Br)cc2)n1NC(=O)c1ccc([N+](=O)[O-])cc1 | -10% | -19% | 2%
COc1ccc(NC(=O)c2sc3nc4c(cc3c2N)CCCCCC4)cc1OC | ? | ? | .
CSCC(=O)N1CCC(n2nccc2NC(=O)c2ccc3c(c2)OCO3)CC1 | 5% | -6% | 3%
Cc1nc(-c2ccc(Cl)cc2)sc1C1(C)CC(c2ccc(C#N)cc2)=NO1 (stereo not drawn) | ? | ? | 4%
O=c1c2oc3ccccc3c2n(Cc2cccc(F)c2)c(=O)n1Cc1ccco1 | ? | ? | 0%
CCOC(=O)c1nnn(CC(=O)NC(=O)Nc2ccccc2)c1C(=O)OCC | 4% | 2% | -3%
O=C(Nc1ccc(F)cc1F)N1CCN(c2ccc(Cl)c(Cl)c2)CC1 | 6.5µM* | 4.6µM* | 6%
OC[C@H]1O[C@@H](c2nc(-c3ccc(C4OCCO4)cc3)no2)[C@H](O)[C@@H]1O | ? | ? | .
CCOC(=O)CSc1nc(-c2ccccc2)nc2ccc(F)cc12 | 0% | -15% | .
Cc1cccc(NC(=O)c2nc[nH]c2C(=O)NC[C@@H](C)O)c1 | 12% | -21% | .
C=CCn1c(C)csc1=Nc1ccccc1C | -16% | -8% | 6%

Next part
SMILES | TDP1 cell CPT | TDP1 cell noCPT | TDP1 block
Cc1cccc(N2CCN(C(=O)C3CCN(S(=O)(=O)c4cnc[nH]4)CC3)CC2)c1C | ? | ? | 5%
Cc1nnc(SCC(=O)NC(C)(C)C)n1NCc1cccc(Br)c1 | 7% | -14% | 2%
CCS(=O)(=O)N1CCN(Cc2ccccc2OC)CC1 | 1% | 0% | 6%
CC1=NN(C(N)=S)C(=O)C1N=Nc1ccccc1O (stereo not drawn) | 17% | -2% | .
CC(=O)Nc1ncc(Cc2ccc(Cl)cc2Cl)s1 | ? | -2% | -2%
COc1ccc([C@H]2CC(=O)C=C(c3ccc(-c4ccccc4)c(F)c3)C2)cc1 | -16% | -3% | 2%
Cc1cc(C(=O)O)cc(S(=O)(=O)Nc2c(C)nn(C)c2C)c1C | 13% | -13% | 1%
CC1CN(Cc2ccc(C#N)cc2Cl)CC(C)O1 (stereo not drawn) | -4% | -24% | 5%
Cc1ccc(/C=N/NC(=O)Cc2c[nH]c3ccccc23)c(C)c1 | -24% | ? | 7%
Nn1c(COc2ccccc2F)nnc1SCC(=O)NC1CC1 | -13% | -2% | -9%
Cc1ccc(-n2c3c(cc(C(=O)NC4CCSC4=O)c2=O)C(=O)CCC3)cc1 (stereo not drawn) | -3% | -7% | 5%
O=C(Oc1c(Cl)cc(Cl)c2cccnc12)c1cccs1 | 16µM* | ? | 5%
CCC(=O)N=c1sc2cc([N+](=O)[O-])ccc2n1CCOC | -9% | ? | 3%
CCOc1ccc(CCNC(=O)c2ccc(CS(=O)Cc3cccc(Cl)c3)o2)cc1 (stereo not drawn) | ? | 15µM* | 4%&8%
Cc1cccc(NC(=O)CSc2ccc(-c3ccc4c(c3)OCO4)nn2)c1C | -27% | ? | -2%
COc1ccc2c(c1OC)C(=O)OC2c1ccc(O)cc1 (stereo not drawn) | 18µM* | 13µM* | 0%
CCOC(=O)CNC(=O)c1c(C)nn(-c2ccccc2)c1Cl | -6% | 0% | 2%
Cc1cccc(-n2nnnc2SCC(=O)NCC2CCCO2)c1 (stereo not drawn) | 4% | 12% | .
CC(C)(C)OC(=O)C(C)(C)O/N=C(\C(=O)O)c1csc(N)n1 | 10% | 2% | -8%
O=C(Nc1ccc2c(c1)OCO2)C1Cc2c(-c3ccc(Cl)cc3)ccnc2O1 (stereo not drawn) | ? | ? | .
Cn1c(N)c(C(=O)COC(=O)C2CC(=O)N(Cc3ccccc3)C2)c(=O)n(C)c1=O (stereo not drawn) | -16% | -14% | 4%
COc1ccc(NS(=O)(=O)c2cccc(C(=O)NNC(=O)CNC(=O)c3ccccc3F)c2)cc1 | -15% | 3% | 6%
CC1CCCN(C(=O)c2nn(C)c3c2CSc2ccccc2-3)C1 (stereo not drawn) | -17% | -1% | .
CC12CCC(O)CC1=CCC1C2CCC2(C)C1CCC21CCC(=O)O1 (stereo not drawn) | ? | ? | 5%
CCCc1nn2c(-c3ccccc3)nnc2o1 | -16% | ? | .
Cc1cccc(C)c1NC(=O)/C(C#N)=C/c1ccsc1 | ? | ? | 4%
CC(C)(C)OC(=O)NC(Cc1ccccc1)C(=O)NC(CSC1CCCCO1)C(=O)NN (stereo not drawn) | -3% | 0% | 1%
COC(=O)c1ccc2c(=O)[nH]c(CSc3nc(C)cs3)nc2c1 | ? | ? | 0%
CCOC(=O)c1cc(C(=O)Nc2sc3c(c2C#N)CCCC3)nn1C | -27% | 13% | 7%[56.1 µM]
Cc1nnc(Sc2nc3c(c(=O)[nH]c(=O)n3C)n2Cc2ccccc2)s1 | 1% | ? | .
O=C(c1ccc(S(=O)(=O)N2CCCCC2)cc1)N1CCN=C1SCc1cccnc1 | 16µM* | ? | -2%
O=C(O)CCC(=O)NNC(=O)COc1cccc(Cl)c1 | 12% | -7% | .
O=C(OCC(=O)N1CCN(C(=O)c2ccco2)CC1)c1ccccc1OCc1ccc(Cl)cc1 | 16µM* | 23µM* | 0%
COC(=O)/C=c1\[nH]c2nnc(C)n2c1=O | -1% | -4% | 4%
O=C1[C@H](Cc2ccccc2)NC/C=C\C[C@H](c2ccco2)N1Cc1ccccc1 | ? | ? | .
CCOC(=O)CC(NC(C)=O)c1ccc([N+](=O)[O-])cc1 (stereo not drawn) | 5% | 0% | 8%
CC1C(=O)Nc2ccc(S(=O)(=O)NCc3ccc(Cl)cc3)cc2NC1=O (stereo not drawn) | -27% | ? | .
CC1(C)ON(C2CCCCC2)[C@H]2c3nc4ccccc4n3C[C@H]21 | -21% | -23% | .
CN(CC(=O)Nc1ccc(F)c(F)c1F)C(=O)CCCc1nc2ccccc2c(=O)[nH]1 | -18% | -21% | 1%
Cc1nc(CC(=O)N/N=C/c2ccc(OCC(=O)O)cc2)cs1 | -17% | 45%[activator] | .
CCN(CC)C(=O)C(Sc1ccccc1)c1ccccc1 (stereo not drawn) | -15% | ? | 2%
Cc1ccccc1CN1CCN(C(C)C(=O)NCc2ccccc2)CC1 (stereo not drawn) | ? | ? | 4%
Cc1ccc(C(=O)Nc2sc3c(c2C(=O)NCc2ccco2)CCC(C(C)(C)C)C3)cc1 (stereo not drawn) | 14% | -10% | .
C=CCN1C(=O)CN=C1Nc1cccc(C)c1 | -1% | 3% | 7%
COc1ccc(NC2c3ccccc3C(=O)N2c2cccnc2)cc1 (stereo not drawn) | -24% | 3% | -1%
COc1ccc(N2CCC(CNS(=O)(=O)c3cccc(C(F)(F)F)c3)C2)cc1 (stereo not drawn) | ? | ? | 14%
CCN(Cc1ccncc1)C(=O)c1cccc(S(=O)(=O)N2CCOCC2)c1 | 2% | -2% | 2%
COc1ccc(CNC(=O)c2cc3c(=O)n(Cc4ccco4)ccc3nc2C)c(OC)c1 | ? | ? | 6%
COc1ccccc1-c1cc(C(=O)N2CCN(S(=O)(=O)c3ccc(C)cc3)CC2)[nH]n1 | 23µM* | ? | .
CC1=C2C(CCS2(=O)=O)CC2(C1)C(=O)OC(C)(C)OC2=O (stereo not drawn) | 10% | -9% | -13%
